Screens as filed in PubChem BioAssay.
CR mimetic SO = reduction of superoxide in aged yeast, primary screen, HTS. S. cerevisiae aged cells, superoxide DHE fluorescence; active compounds read low. superoxide response (% of plate mean), % at 10 µM. 330,000 tested, 0.18% active. AID 2690, 2010;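 active = superoxide response under a set limit, about three screen SD below normal, cut at about 65% in these data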;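 also: yeast aged for seven days with compound at 30 °C before DHE staining; 100% = average MFI of all compound-treated wells on the plate with controls excluded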
CIT2 TOR yeast = modulators of CIT2-GFP expression in yeast, primary screen, S. cerevisiae, GFP fusion, multiplex flow cytometry, MLPCN library; AID 2029, 2009; S. cerevisiae CIT2-GFP strain, 3 h; 100 means same as DMSO wells; 320,000 tested, 0.065% active; GFP response vs DMSO, % at 10 µM;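 active = GFP response relative to DMSO above a set limit, near the screen mean plus 3 SD, cut at about 150% in these data; inconclusive = Fewer than 70 cells measured for a yeast strain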;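 also: ratio of well median GFP fluorescence to mean of DMSO wells on the plate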
AHR act = AHR activators, primary screen, cell-based, luminescence, luciferase reporter, human. AHR-responsive luciferase reporter cells. activation, % at 5 µM. 320,000 tested, 2.5% active. AID 2796, 2010; in the data active = activation above about 47%;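 also: 0% = vehicle wells and 100% = reference agonist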
Target sequence (P35869 whole entry, looked up): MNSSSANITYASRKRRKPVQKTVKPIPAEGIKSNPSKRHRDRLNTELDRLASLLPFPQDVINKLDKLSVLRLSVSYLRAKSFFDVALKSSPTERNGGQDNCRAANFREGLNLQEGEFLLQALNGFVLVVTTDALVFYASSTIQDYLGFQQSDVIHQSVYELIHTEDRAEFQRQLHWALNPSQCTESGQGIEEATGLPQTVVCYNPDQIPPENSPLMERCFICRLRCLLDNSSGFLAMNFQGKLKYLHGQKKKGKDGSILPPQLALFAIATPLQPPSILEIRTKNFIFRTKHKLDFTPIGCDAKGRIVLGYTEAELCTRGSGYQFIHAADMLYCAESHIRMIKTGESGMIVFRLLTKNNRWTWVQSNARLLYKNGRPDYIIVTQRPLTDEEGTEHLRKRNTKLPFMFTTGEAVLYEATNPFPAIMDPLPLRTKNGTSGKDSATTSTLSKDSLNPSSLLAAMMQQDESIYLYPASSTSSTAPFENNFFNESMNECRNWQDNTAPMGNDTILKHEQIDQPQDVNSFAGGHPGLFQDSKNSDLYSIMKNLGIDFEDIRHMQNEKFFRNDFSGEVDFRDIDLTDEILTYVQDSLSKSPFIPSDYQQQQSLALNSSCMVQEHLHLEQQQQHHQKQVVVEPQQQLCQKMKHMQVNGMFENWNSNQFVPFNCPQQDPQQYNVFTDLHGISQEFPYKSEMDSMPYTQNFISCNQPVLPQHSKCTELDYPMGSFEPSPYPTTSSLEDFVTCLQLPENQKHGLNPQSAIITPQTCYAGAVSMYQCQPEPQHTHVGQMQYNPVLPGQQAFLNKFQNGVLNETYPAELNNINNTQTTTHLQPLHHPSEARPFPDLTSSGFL
Efflux pump mplx = inhibitors of Candida efflux pumps in yeast, primary screen, S. cerevisiae, Nile Red, multiplex | S. cerevisiae Candida pump triplex | inhibition, % at 10 µM | 330,000 tested, 0.44% active;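 active = plate passing quality check with inhibition over a set limit, or well fluorescence over plate mean plus 4 SD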;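 also: Nile Red retained in pooled yeast measured as flow cytometry median fluorescence; 0% = buffer negative control and 100% = Enniatin B positive control; higher means more Nile Red kept so more efflux inhibition; some compounds called inactive have numbers as strong as hits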
AGP1 TOR yeast = modulators of AGP1-GFP expression in yeast TOR pathway, primary screen, cell-based, multiplex flow cytometry, S. cerevisiae, MLPCN library | 3 h; GFP as percent of DMSO wells | GFP response vs DMSO, % at 10 µM | 320,000 tested, 0.02% active | AID 2066, 2009;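 active = GFP response relative to DMSO above a set limit, near screen average plus 3 SD, cut at about 150% in these data; inconclusive = fewer than 70 cells counted for the yeast strain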;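 also: median GFP channel fluorescence of the gated AGP1 strain per well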
RPL19A-GFP yeast = RPL19A-GFP expression modulators in yeast, primary screen, cell-based, S. cerevisiae, multiplex flow cytometry, MLPCN | S. cerevisiae RPL19A-GFP strain, 3 h; active compounds read low | percent response vs DMSO, % at 10 µM | 330,000 tested, 0.3% active;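 active = percent response vs DMSO below 50%; inconclusive = fewer than 70 events counted for the yeast strain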;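 also: median channel GFP fluorescence of the barcoded RPL19A-GFP strain; ratio of sample median GFP to plate DMSO average so 100% = DMSO; lower means less RPL19A-GFP as with rapamycin TOR inhibition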
MEP2-GFP yeast = modulators of MEP2-GFP levels in yeast, primary screen, S. cerevisiae, multiplex flow cytometry, MLPCN library. GFP response vs DMSO, % at 10 µM. S. cerevisiae MEP2-GFP strain, 3 h; 100% = DMSO control level. AID 2016, 2009. 330,000 tested, 0.51% active;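 active = GFP response versus DMSO above a set limit, roughly screen mean plus 3 SD, cut at about 180% in these data; inconclusive = fewer than 70 cells counted for a yeast strain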;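 also: median GFP fluorescence of the barcode-gated MEP2-GFP cells per well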
LAP4-GFP MLPCN = modulators of LAP4-GFP expression in yeast, primary screen, S. cerevisiae, multiplex flow cytometry, MLPCN library; GFP response vs DMSO, % at 10 µM; 3 h; median GFP as percent of DMSO wells; 320,000 tested, 0.34% active;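 active = GFP response vs DMSO above a set limit, about the screen mean plus 3 SD, cut at about 150% in these data; inconclusive = under 70 cell events counted for the yeast strain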
Starred values were filed as active, the others as inactive; u = inconclusive; x = not tested or not shown; [ ] = another dose, or the depositor's remark. This is a random part of the collection. Share with any hit: about 3.9%.

SMILES	CR mimetic SO	CIT2 TOR yeast	AHR act	Efflux pump mplx	AGP1 TOR yeast	RPL19A-GFP yeast	MEP2-GFP yeast	LAP4-GFP MLPCN
NC(=O)c1ccccc1Br	102	110	-4	-0.1	92	101	95	125
Cn1ccsc1=NC(=O)c1ccccc1OC(F)F	97	98	71*	1.3	85	103	89	95
Cc1cc(NC(=O)c2ccc(Cl)cc2Cl)no1	103	102	-4	-0.1	95	98	103	85
Cc1ncsc1CCOC(=O)C1C2CC3CC(C2)CC1C3 (stereo not drawn)	129	101	1	0.1	99	110	98	89
Cc1csc2nc(NC(=O)c3ccccc3)sc(=O)c12	95	95	12	-0.1	90	86	106	104
C/C=C\C=C\C(=O)Nc1cccc(C2=NOC3(C2)C[C@H](C(N)=O)N(C(=O)c2ccccc2C(=O)c2ccccc2)C3)c1 (stereo partly drawn)	99	107	-2	0.0	92	102	93	128
COc1ccc(-n2c(C)cc(/C=N/Nc3nc(N4CCOCC4)nc(N4CCOCC4)n3)c2C)cc1	93	82	13	0.3	118	100	94	92
CCN=C1SC(CC(=O)NC2CCCCC2)C(=O)N1CC (stereo not drawn)	101	101	0	-0.1	100	101	106	110
CC(C)CCCN1C(Nc2ccccc2)=NC[C@@H]1CC(C)C	109	68	-1	-0.1	82	100	89	104
Cc1cccc(NC(=O)CSCC(=O)Nc2sccc2C#N)c1	98	76	13	0.2	90	85	89	99
COC(=O)C1=C(C(=O)OC)[C@@H]2N(Cc3ccccc3)c3ccccc3[C@@]23C[C@@H](C(=O)OC)N(C(=O)c2cc(C)oc2C)C3=N1	90	98	-2	-0.2	100	97	98	91
COc1ccc(CNC(=O)C2CCCN2C(=O)NC2CCCCC2)cc1 (stereo not drawn)	97	82	2	0.2	90	93	91	86
Nc1nc(NCC(=O)O)nc(NCc2ccccc2)c1[N+](=O)[O-]	94	95	-1	0.1	101	96	107	100
COc1ccc(N2CCN(C(=O)CN3C(=O)NC4(CCCc5ccccc54)C3=O)CC2)cc1 (stereo not drawn)	119	89	0	0.2	98	94	94	102
Cc1ccccc1OCC(=O)OCC(=O)c1ccc(-c2ccccc2)cc1	100	101	-1	-0.5	105	104	104	100
Cc1nnsc1S(=O)(=O)Cc1ccccc1C(F)(F)F	106	95	-2	0.0	97	98	98	97
O=c1c2ccccc2nc(SCc2cn3ccsc3n2)n1-c1ccccc1F	107	98	0	0.1	98	100	98	105
CCOC(=O)C1CCN(S(=O)(=O)c2nc3nc(C)cc(C)n3n2)CC1	82	103	1	0.2	103	97	109	100
CCC(C)(C)NC(=O)C(c1ccncc1)N(Cc1cccs1)C(=O)Cn1nnc2ccccc21 (stereo not drawn)	107	u	3	0.1	u	31*[may fluoresce violet]	253*[may fluoresce violet]	73[may fluoresce violet]
CCCc1n[nH]c2c1/C(=N\OCC)CC(C)(C)C2	103	106	0	0.0	112	104	101	121
O=C1c2ccccc2CN1CCNC(=S)NC1CCCCC1	95	103	-1	0.0	104	99	106	103
C=C(C)C1CC=C(C)/C(=N/NC(=O)CCCNc2cccc(C)c2)C1 (stereo not drawn)	105	102	12	-0.2	104	105	105	94
O=C(Nc1ccccc1)Nc1ccc(C(F)(F)F)cn1	118	95	17	-0.1	101	101	101	116
O=C(NCc1ccccn1)C1CCCN(S(=O)(=O)c2cccc3nsnc23)C1 (stereo not drawn)	100	101	2	0.0	105	99	106	100
COc1ccccc1-c1c(C#N)c(N)nc2c1CCc1ccccc1-2	115	86	20	0.1	87	92	100	105
Cn1c(=O)[nH]c(=O)c2c1nc(N1CCN(Cc3ccccc3)CC1)n2CCCc1ccccc1	101	105	0	0.1	103	101	114	108
Cc1csc(C(C#N)C(=O)c2ccncc2)n1 (stereo not drawn)	90	103	4	-0.3	107	x	106	100
O=[N+]([O-])c1ccc(S(=O)(=O)N2CCSC2c2ccco2)cc1 (stereo not drawn)	94	96	5	0.0	100	95	99	110
CC(C)c1ccc(NC(=O)C2CC(=O)Nc3nc4ccccc4n32)cc1 (stereo not drawn)	99	91	-1	0.2	102	95	90	110
COC(=O)CCCc1nc2ccccc2s1	102	107	2	0.0	115	106	99	105
COc1ccc(-c2nnc(SCC(=O)Nc3cc(C)on3)o2)cc1	104	97	6	0.1	99	95	102	101
CC(=O)CCc1ccc2oc(C(=O)O)c(C)c2c1	109	95	3	-0.1	96	91	104	92
O=C(NC12CC3CC(CC(C3)C1)C2)C1CCCN1C(=O)NC1CCCCC1 (stereo not drawn)	108	99	-4	0.1	98	98	96	96
CCN(C[C@H]1N[C@@](C)(C(=O)OC)[C@H]2C(=O)N(C)C(=O)[C@@H]12)C(=O)COc1ccccc1	102	91	2	0.0	89	85	86	79
Cc1sc2ncnc(N=Nc3c(O)[nH]c4ccccc34)c2c1C	100	93	42	-0.8	101	103	130	110
Cc1cccc(OCC(=O)Nc2ccccc2N2CCCCC2)c1C	85	86	3	0.1	100	97	97	104
Cc1cccc(/C=N/NC(=O)c2ccccc2OCc2cccc(Br)c2)n1	96	99	25	0.2	97	101	104	95
Cc1cc(=O)oc(C)c1C(=O)OCC(=O)c1ccc2ccccc2c1	92	85	6	0.2	98	94	96	113
O=C1/C(=C/c2ccc3c(c2)OCO3)Oc2cc(OCC(=O)N3CC(O)C[C@H]3C(=O)O)ccc21 (stereo partly drawn)	104	95	1	0.1	97	98	103	99
CC(CN1CCCC1)OC(=O)c1ccc(F)cc1 (stereo not drawn)	99	111	-1	0.0	102	105	99	81
O=C(COc1coc(CN2CCc3ccccc3C2)cc1=O)Nc1ccccc1F	118	95	-2	0.1	108	101	104	108
OCCC1CN(CC#Cc2ccccc2)CCN1C1CCCC1 (stereo not drawn)	106	99	-1	0.0	102	97	99	97
CN1CCN(CC(=O)N2CCn3c4c(c5cc(C6CCCCC6)ccc53)CCCC42)CC1 (stereo not drawn)	105	89	1	0.2	99	91	104	169*
CCOc1ccc(Cn2nnc(C(=O)Nc3cc(C)cc(C)c3)c2N)cc1	154	97	7	0.2	104	102	105	108
Cc1ccc(OC[C@H](O)[C@H](C)NC(C)C)c2c1CCC2	97	88	3	-0.4	86	93	96	103
O=C(c1ccc(Cl)c(S(=O)(=O)NCc2ccco2)c1)N1CCN(c2ccc(F)cc2)CC1	100	105	2	0.1	105	101	114	106
O=C(NCc1ccccc1Cl)c1cccc(OC2CCN(C(=O)C3CC3)CC2)c1	109	91	0	0.0	95	93	82	89
O=C(Nc1ccccc1C(=O)NC1CC1)c1ccccc1	74	96	4	-0.2	102	98	96	99
COC(=O)c1ccccc1NC(=O)N1CCc2ccc(NC(=O)c3ccccn3)cc2C1	108	99	41	-1.9	97	107	105	96
CN1CCN(c2ccc([N+](=O)[O-])cc2NC(=O)c2ccccc2)CC1	87	94	6	-0.2	116	98	106	103
c1ccc(NNC2=NCCS2)cc1	79	104	1	-0.1	104	101	106	100
O=C(Nc1ccccc1C(=O)NCc1ccccc1)C1=CSCCO1	97	99	4	0.0	100	101	106	104
COc1ccc(-c2cc(C(F)(F)F)nc(SCC(=O)Nc3sc4c(c3C#N)CCC4)n2)cc1	97	92	-1	0.1	98	94	99	96
COc1ccc(-n2c(C)ccc2C)c([N+](=O)[O-])c1	105	89	-1	0.3	97	96	109	117
C/C(=N/NC(=O)c1cccc(N2CCCC2=O)c1)c1ccc(Br)cc1	116	98	8	-0.1	100	103	104	94
O=C(Cn1cnc2ccccc21)Nc1cc(C(F)(F)F)ccc1N1CCOCC1	105	109	1	-0.1	103	104	103	96
Cc1nn(-c2ccccc2)c(N)c1N=Nc1ccccc1	105	93	18	0.1	87	99	95	94
Cc1csc(SCC(=O)N2CCN(S(=O)(=O)c3ccc(Cl)cc3)CC2)n1	94	108	2	0.1	102	102	107	107
C=CCC1(CC=C)CCCN1C(=O)CC1C(=O)NCCN1Cc1cccc(OC)c1 (stereo not drawn)	89	108	0	0.1	111	101	101	102
COc1cc(C(C(=O)NC2CCCC2)N(C(=O)c2ccco2)c2ccccc2C(C)=O)cc(OC)c1OC (stereo not drawn)	87	110	2	-0.2	108	108	105	101

Four structures from above, sorted by heavy-atom count, low to high.
SMILES	CR mimetic SO	CIT2 TOR yeast	AHR act	Efflux pump mplx	AGP1 TOR yeast	RPL19A-GFP yeast	MEP2-GFP yeast	LAP4-GFP MLPCN
c1ccc(NNC2=NCCS2)cc1	79	104	1	-0.1	104	101	106	100
O=C(Nc1ccccc1C(=O)NC1CC1)c1ccccc1	74	96	4	-0.2	102	98	96	99
Cc1csc(SCC(=O)N2CCN(S(=O)(=O)c3ccc(Cl)cc3)CC2)n1	94	108	2	0.1	102	102	107	107
O=C(Cn1cnc2ccccc21)Nc1cc(C(F)(F)F)ccc1N1CCOCC1	105	109	1	-0.1	103	104	103	96

(next part)
SMILES	CR mimetic SO	CIT2 TOR yeast	AHR act	Efflux pump mplx	AGP1 TOR yeast	RPL19A-GFP yeast	MEP2-GFP yeast	LAP4-GFP MLPCN
O=C(Nc1ccc(Cl)c(Cl)c1)N(CCCN1CCOCC1)Cc1cccs1	99	95	0	0.0	101	99	99	108
CC1CCCC(C)N1C(=O)CN1C(=O)C(C)(C)Oc2ccc(C(=O)NC3CCCC3)cc21 (stereo not drawn)	94	88	-3	0.0	106	95	94	79
CCN(C(=O)COC(=O)CNS(=O)(=O)c1ccccc1)c1ccccc1	99	95	3	0.1	94	97	92	94
COc1ccc(-c2nnnn2-c2ccc(F)cc2F)cc1	104	121	1	0.0	108	106	115	116
CC1(C)CC(=O)C=C(CN2C(=O)c3ccccc3C2=O)C1=O	87	92	-2	-0.1	97	95	91	98
Cc1ccsc1/C=N/n1c(C2CCCCC2)n[nH]c1=S	105	98	2	0.2	92	99	95	94
COc1ccccc1-n1c(SCC(=O)Nc2ccccc2C)nc(O)cc1=O	75	104	-1	0.3	101	95	103	100
CCOc1cc(C2/C(=C(/O)c3ccc(S(=O)(=O)N4CCCCC4)cc3)C(=O)C(=O)N2CCOC)ccc1O (stereo not drawn)	87	102	-1	0.0	94	97	101	86
O=C(c1cccc(S(=O)(=O)Nc2cccc(C(F)(F)F)c2)c1)N1CCCCC1	106	103	-6	0.2	103	109	111	88
CNC(=S)Nc1ccccc1-c1ccccc1	92	116	-2	-0.1	113	111	109	99
Fc1ccc(N2CCN(C(c3cccs3)c3nnnn3C3CCCC3)CC2)cc1 (stereo not drawn)	106	78	0	0.3	85	117	97	79
O=C(CN1CCN(c2ccccc2F)CC1)N1N=CCC1c1ccccc1 (stereo not drawn)	112	104	1	0.0	99	103	103	89
C=CCNc1nc(NCc2ccco2)nc(OCC)n1	72	104	6	-0.1	107	98	100	102
O=C(COc1ccc(F)cc1)Nc1nnc(-c2ccncc2)s1	94	104	-3	-0.1	105	100	99	100
S=c1sc2ccccc2n1CCc1ccncc1	100	91	18	0.2	93	95	98	103
COc1ccc(-n2c(Cc3cccn3C)nnc2SCC(=O)Nc2cccc(OC)c2)cc1	106	99	6	0.0	106	104	116	102
O=C(c1ccc(C(F)(F)F)cc1)N1CCN(c2ccc(N3CCOCC3)nn2)CC1	101	97	-2	0.0	100	96	99	98
